# C2C12 statin: protects C2C12 myotubes from simvastatin toxicity | 330,000 compounds, 0.78% hits | rescue of ATP level, % at 7.49 µM | ATP luminescence, 48 h; scaled: DMSO 0, geranylgeraniol control 100;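 active means mean ATP rescue above about 67%, or every replicate alone reaching that limit, limit read from the data, passing the limit was not always enough; inconclusive means no clear call, values can overlap the other calls; inactive means mean under the limit and some replicate under it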;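 further: myotubes were challenged with 10 µM simvastatin during compound exposure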
# LGR2 antag: Drosophila LGR2 receptor signaling inhibition; HEK293 LGR2, CRE-luciferase, bursicon-stimulated, 4 h; inhibition, % at 9.99 µM; 380,000 compounds, 0.35% hits; AID 720647;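 active means drop in luminescence signal, shown as inhibition above about 50% in the replicate tests, limit read from the data, passing the limit was not always enough; inconclusive means probably only some replicates passing the limit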;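 further: agonist challenge used bursicon conditioned medium at about half maximal strength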
# Casp6 inh: blocks human caspase-6 cleavage activity | inhibition, % at 12.5 µM | P55212 | 350,000 compounds, 0.53% hits | purified caspase-6, Z-VEID-R110 cleavage fluorescence;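 active means mean inhibition across replicates at least about 35%, with every replicate also reaching that limit, limit read from the data; inconclusive means only one of the two criteria met; inactive means neither criterion met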;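 further: 0% = median of neutral control wells and 100% = no fluorescence left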
# Target sequence (P55212 24-179 limits assumed): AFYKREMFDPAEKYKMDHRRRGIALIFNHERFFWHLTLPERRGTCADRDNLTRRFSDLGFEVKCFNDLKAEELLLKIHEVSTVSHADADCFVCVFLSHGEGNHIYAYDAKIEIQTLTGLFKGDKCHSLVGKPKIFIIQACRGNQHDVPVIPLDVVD
# Target sequence (P55212 194-293 limits assumed): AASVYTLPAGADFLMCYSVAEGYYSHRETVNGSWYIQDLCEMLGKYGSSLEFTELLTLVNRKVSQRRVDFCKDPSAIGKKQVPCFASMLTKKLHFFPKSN
# S100A4 inh HTS: inhibitors of human S100A4 binding to myosin IIA peptide; P26447; S100A4/TAMRA-MyoIIA peptide fluorescence polarization; inhibition, % at 10.7 µM; 360,000 compounds, 0.14% hits; AID 652163;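 active means mean inhibition of at least 70% across replicates, with every replicate also reaching that level; inconclusive means mean inhibition reaches 70% but some replicates fall short; inactive means mean inhibition below 70%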
# Target sequence (P26447 whole entry, looked up): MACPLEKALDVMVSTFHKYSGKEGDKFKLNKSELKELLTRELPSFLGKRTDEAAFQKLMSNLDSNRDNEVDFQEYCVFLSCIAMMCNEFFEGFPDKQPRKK
#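 Material: S100A4 monomer protein / Buffer or medium: 50 mM HEPES pH 7.2, 10 mM CaCl2, 100 mM KCl / Times: 5 min incubation before reading / Benchmarks: neutral control DMSO, positive control TFP / Reagent: labelled myosin peptide probe, 5 nM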
# FN deposit inh: fibronectin deposition inhibition; 350,000 compounds, 0.086% hits; AID 743247; AH1F fibroblasts, Alexa488-fibronectin deposition fluorescence, overnight; inhibition, % at 12.6 µM;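 active means mean inhibition across replicates of 30% or more, regardless of how many single replicates reach that level; inconclusive means mean under 30% yet at least half of replicates reach 30%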;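 further: positive control wells lacked labelled fibronectin entirely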
#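 Schedule: 1 h cell adhesion before compound, then overnight fibronectin incubation; test system: AH1F fibroblast monolayer depositing Alexa488-labelled fibronectin into matrix; quantity: 10000 AH1F cells per well; probe or stimulus: fluorescent fibronectin at 24 nM final; signal: fluorescence, ex 485 nm, em 525 nm; evaluation: percent inhibition as loss of matrix-bound fibronectin fluorescence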
# esBAF inh: inhibitors of esBAF chromatin remodeling in mouse ES cells. 350,000 compounds, 2% hits. AID 602393. reporter increase, % at 12.5 µM. Bmi1-luciferase knock-in reporter, 24 h; 100% = twice the neutral-well signal; in the data active means activation above about 40%; inconclusive means no clear call, values can overlap the other calls;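 further: 0% = median of the plate's neutral control wells and 100% = double that signal; a rise in the Bmi1 reporter signal indicates esBAF inhibition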
# SIRT5 block: inhibitors of human sirtuin-5 desuccinylase; Q9NXA8; Purified SirT5, succinyl-peptide AMC, trypsin-coupled fluorescence; inhibition, % at 15 µM; 330,000 compounds, 1.1% hits; in the data active means inhibition above about 15%; inconclusive means no clear call, values can overlap the other calls
# Target sequence (Q9NXA8 whole entry, looked up): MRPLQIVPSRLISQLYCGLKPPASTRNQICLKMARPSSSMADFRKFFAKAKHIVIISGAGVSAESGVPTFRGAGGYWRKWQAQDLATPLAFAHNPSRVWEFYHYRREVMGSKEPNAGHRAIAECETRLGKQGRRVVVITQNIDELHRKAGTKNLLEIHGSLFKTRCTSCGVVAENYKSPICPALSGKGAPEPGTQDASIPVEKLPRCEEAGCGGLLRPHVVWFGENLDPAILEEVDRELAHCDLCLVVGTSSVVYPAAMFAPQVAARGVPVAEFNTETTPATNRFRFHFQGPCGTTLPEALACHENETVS
# Numbers without * were called inactive; ? = inconclusive; . = not tested or not shown. Only part of the results is shown (hit frequency here may not be typical).
nr	SMILES	C2C12 statin	LGR2 antag	Casp6 inh	S100A4 inh HTS
1	CCCSc1nc2c(c(=O)n1CC)SC(C)C2 (configuration not stated)	-1	2	-1	1
2	COCCCC1CCN(C(=O)C2CCC(=O)N(CCc3ccccc3)C2)CC1 (configuration not stated)	.	-37	1	-3
3	COc1ccc(NC(=O)Nc2ccc3c(c2)C(=O)N([C@H](C)CO)C[C@@H](C)[C@@H](CN(C)C)O3)cc1	-4	-3	1	-3
4	COc1ccc(CC(=O)N[C@@H](CCSC)C(=O)N2CCC3(CC2)NCCc2[nH]cnc23)cc1	-8	6	1	-2
5	COCCSc1ccccc1C(=O)NCc1ccc(S(N)(=O)=O)cc1	23	-7	2	-4
6	COc1ccc(OC)c(NC(=O)Cn2cc(C=O)c3ccccc32)c1	13	10	-3	34
7	CC(C)(C)NC(=O)CN(CCN1CCOCC1)C(=O)CNS(=O)(=O)c1ccccc1	-1	13	-1	-5
8	CCOC(=O)N1CCC(N2C(=O)c3ccc(C(=O)NCCC(C)C)cc3C2=O)CC1	-8	-4	2	11
9	CCc1nc2ccc(C(=O)NCC3CCCCC3)cn2c1N(C)C(=O)c1cccc(OC)c1	-3	22	-4	0
10	Cc1ccc(F)cc1C(=O)N1CCOCC1c1cc(C(=O)Nc2ccccc2)no1 (configuration not stated)	-5	13	-1	-2
11	O=S(=O)(c1ccc(NC(=S)NC2CC2)cc1)N1CCOCC1	-3	13	0	0
12	O=C(/C=C/c1ccc(Cl)cc1Cl)n1cccn1	-2	.	.	.

nr	FN deposit inh	esBAF inh	SIRT5 block
1	13	-2	1
2	-4	.	0
3	.	1	-3
4	3	9	-3
5	.	-5	-2
6	-7	4	-2
7	2	-1	-1
8	7	0	-2
9	12	4	.
10	1	4	-2
11	-8	13	-4
12	-8	-9	.

# Additional entries
nr	SMILES	C2C12 statin	LGR2 antag	Casp6 inh	S100A4 inh HTS
13	CCOC(=O)Cc1csc(NC(=O)COc2ccc3ccccc3c2)n1	2	.	.	.
14	O=C(NCc1ccccc1)[C@@H]1CCCN1C(=O)[C@H]1CCCN1C(=O)c1c(F)cccc1F	.	9	4	1
15	CCN(CC)c1cc(Oc2ccccc2)ncn1	3	.	.	.
16	Cn1cnc(S(=O)(=O)N[C@H]2C=C[C@H](CC(=O)Nc3ccc(-c4ccccc4)cc3)O[C@H]2CO)c1	-3	11	2	2
17	O=C(OCc1ccccc1)c1ccccc1O	.	-62	-3	-4
18	Cc1noc(C)c1S(=O)(=O)Nc1ccc2c(c1)CC(=O)N([C@H](C)CO)C[C@H](C)[C@@H](CN(C)C(=O)NC(C)C)O2	-26	6	2	4
19	O=c1oc2cc(S(=O)(=O)NCCCO)ccc2c2ccc(S(=O)(=O)NCCCO)cc12	.	6	0	-3
20	CC(C)CN1CCN(Cc2cccn2-c2cccnc2)CC1CCO (configuration not stated)	.	.	3	7
21	CCOc1ccc(N=c2scc(-c3ccc(OC)cc3)n2CCO)cc1	11	.	.	.
22	CC(C)C(=O)N1CCC2(CC1)Oc1ccc(Cl)cc1C(=O)C21CC(c2ccccc2)=NO1 (configuration not stated)	-14	-4	3	-2
23	Cc1ccc(-c2cc(-c3ccccc3)c3c(N)c(S(C)(=O)=O)sc3n2)cc1	21	.	.	.
24	CCC(C(=O)OC)n1cnc2c(nnn2-c2ccc(C)cc2)c1=O (configuration not stated)	-8	-48	-1	-4

nr	FN deposit inh	esBAF inh	SIRT5 block
13	6	1	.
14	2	.	.
15	0	-15	.
16	3	-3	2
17	.	.	.
18	-1	-2	-6
19	3	.	-6
20	10	.	1
21	-15	14	.
22	5	-10	.
23	-27	-1	.
24	-6	-5	-2

# Part of the list above in another layout:
no. | SMILES | C2C12 statin | LGR2 antag | Casp6 inh | S100A4 inh HTS | FN deposit inh | esBAF inh | SIRT5 block
17 | O=C(OCc1ccccc1)c1ccccc1O | . | -62 | -3 | -4 | . | . | .
23 | Cc1ccc(-c2cc(-c3ccccc3)c3c(N)c(S(C)(=O)=O)sc3n2)cc1 | 21 | . | . | . | -27 | -1 | .

# More records follow.
nr	SMILES	C2C12 statin	LGR2 antag	Casp6 inh	S100A4 inh HTS
25	O=C(N(c1ccccn1)c1ccccn1)C12CC3CC(CC(Cl)(C3)C1)C2	7	-11	.	1
26	O=C(CN(CC1CCCO1)C(=O)CNS(=O)(=O)c1ccccc1)NCc1ccc(F)cc1 (configuration not stated)	48	2	2	-5
27	Cc1cccc(NC(=O)C2CCN(S(=O)(=O)c3c(C)c(C)cc(C)c3C)CC2)n1	-10	13	1	1
28	O=C(NN=C1CCCCCC1)c1cc2ccccc2cc1O	5	-7	-1	-2
29	CCN1CCC2(CC1)N=C(c1ccc(F)cc1)C(=S)N2C(=O)c1ccc(C)cc1	.	-41	0	-5
30	Cc1ccc(C(=O)OCC(=O)c2c[nH]c3ccccc23)cc1S(=O)(=O)N1CCOCC1	.	7	0	7
31	COc1ccc2c(c1)C(SCC(=O)NCCc1ccc(Cl)cc1)CC(C)(C)O2 (configuration not stated)	2	-4	1	-1
32	Cc1cc(C)n2nc(SCC(=O)N(C(C)C)C(C)C)nc2n1	?	.	.	.
33	C[C@H](CO)N1C[C@H](C)[C@@H](CN(C)Cc2ccc(C(=O)O)cc2)OCCCC[C@H](C)Oc2ccc(NC(=O)Nc3ccc(C(F)(F)F)cc3)cc2C1=O	.	10	1	-5
34	CC(C)(C)S(=O)N1Cc2cc(C(=O)NCc3ccc4c(c3)OCO4)nc(-c3cccc(C#CCC4CCCC4)c3)c2[C@H]1CCO (some centres not stated)	.	.	0	-18
35	Cc1c(CCOC(=O)CC23CC4CC(CC(C4)C2)C3)sc[n+]1Cc1ccccc1	-100	.	.	.
36	N#CCc1nc2ccccc2c(=O)[nH]1	-2	14	-3	-16

nr	FN deposit inh	esBAF inh	SIRT5 block
25	.	-5	0
26	-2	6	-1
27	4	-4	-1
28	-5	5	-3
29	8	.	3
30	1	.	0
31	11	-5	.
32	1	-13	.
33	.	3	-4
34	.	.	-3
35	-1	-32	.
36	-3	4	3

# One compound at a time, from the list above. Screens in order: C2C12 statin | LGR2 antag | Casp6 inh | S100A4 inh HTS | FN deposit inh | esBAF inh | SIRT5 block
# Record of `O=C(CN(CC1CCCO1)C(=O)CNS(=O)(=O)c1ccccc1)NCc1ccc(F)cc1` (configuration not stated) → 48 | 2 | 2 | -5 | -2 | 6 | -1
# Record of `COc1ccc2c(c1)C(SCC(=O)NCCc1ccc(Cl)cc1)CC(C)(C)O2` (configuration not stated) → 2 | -4 | 1 | -1 | 11 | -5 | .

# (next part)
nr	SMILES	C2C12 statin	LGR2 antag	Casp6 inh	S100A4 inh HTS
37	CCCCC(CC)C1OCC(C[N+]2(C)CCOCC2)O1 (configuration not stated)	.	0	-2	-5
38	Cc1cc(NC(=O)CCC(=O)N(c2ccccc2F)C(C(=O)NC2CCCC2)c2ccccc2)no1 (configuration not stated)	4	3	-7	-4
39	COc1ccc(C2CC(=O)N3CN(c4ccccc4F)CSC3=C2C#N)cc1OC (configuration not stated)	-5	-1	21	-4
40	CO[C@@H]1CN(C)C(=O)c2ccc(NC(=O)C3CCCC3)cc2OC[C@@H](C)N(CCC(F)(F)F)C[C@@H]1C	3	4	-7	3
41	CC(C)NC(=O)Nc1cccc2c1O[C@H](CN(C)Cc1ccc(C(=O)O)cc1)[C@H](C)CN([C@H](C)CO)C2=O	4	4	1	7
42	CCn1c(SCCN2CCOCC2)nc2c1c(=O)n(C)c(=O)n2C	0	-7	-1	1
43	Cc1noc(C)c1S(=O)(=O)Nc1ccc2c(c1)C(=O)N([C@H](C)CO)C[C@H](C)[C@@H](CN(C)Cc1ccccc1)O2	-1	-20	-2	-26
44	CCOc1cccc(CNn2cnnc2)c1OCc1ccccc1	2	.	.	.
45	O=C(NCCc1cccs1)c1ccc(CS(=O)Cc2cccc(Cl)c2)o1 (configuration not stated)	.	.	-3	-3
46	Cc1cc(Cl)ccc1NC(=S)NCCCN1CCCC1=O	.	14	1	-2
47	CC(=O)Nc1ccc(SCc2c(C)noc2C)cc1	-6	3	0	-4
48	COc1ccc(/C=N/N=C2/NC(=O)C(CC(=O)O)S2)cc1OS(=O)(=O)c1ccccc1 (configuration not stated)	2	-11	6	-4

nr	FN deposit inh	esBAF inh	SIRT5 block
37	7	.	-4
38	-3	-5	0
39	3	-3	6
40	-13	7	6
41	-8	3	-6
42	-1	-10	7
43	.	7	-4
44	3	3	.
45	10	.	.
46	-3	.	1
47	-6	-9	-2
48	.	-2	6

# (next part)
nr	SMILES	C2C12 statin	LGR2 antag	Casp6 inh	S100A4 inh HTS
49	O=C(c1ccccc1)N1CCN(Cc2cccc(Oc3ccccc3)c2)CC1	.	12	3	-4
50	CCC(=O)N(C)C[C@H]1Oc2ncc(/C=C/c3ccccc3)cc2C(=O)N([C@H](C)CO)C[C@H]1C	-13	3	0	3
51	CCOC(=O)c1c(N)sn(-c2ccccc2C)c1=S	18	-5	.	.
52	CN(CC(=O)N1CCc2ccccc21)S(=O)(=O)c1cccc2cccnc12	6	-6	-2	-3
53	COc1ccc(C(Cl)=C(C=O)c2ccc(OC)c(OC)c2)cc1OC	.	3	-4	-2
54	COc1ccccc1-c1sc2ccccc2c1C#CC1(O)CCCCC1	22	-8	-2	-1
55	CC(=O)NC(Cc1ccccc1)C(=O)N1CCN(C(=O)c2ccco2)CC1 (configuration not stated)	.	-1	-1	-3
56	C[C@@H](NC(=O)C[C@H]1CC[C@@H](NS(=O)(=O)c2cccc(F)c2)[C@H](CO)O1)c1ccccc1	2	-12	-5	22
57	Cc1cc(F)ccc1S(=O)(=O)N1CCCOC1CNC(=O)C(=O)NCc1ccncc1 (configuration not stated)	7	29	-1	-1
58	COc1cc(OC)cc(C(=O)NNC(=O)c2nn(C)c(=O)c3ccccc23)c1	.	-8	1	-5
59	CCCNC(=O)C[C@@H]1CC[C@@H]2[C@H](COc3ccc(NC(=O)Cc4ccccc4)cc3C(=O)N2C)O1	2	-5	-4	-3
60	C[C@@H]1CN([C@H](C)CO)C(=O)c2cccc(NC(=O)C3CCCCC3)c2O[C@@H]1CN(C)S(=O)(=O)c1ccc(Cl)cc1	-38	12	2	3

nr	FN deposit inh	esBAF inh	SIRT5 block
49	2	.	3
50	0	-1	-12
51	.	-2	.
52	-1	1	.
53	5	.	-1
54	17	-1	.
55	.	.	-1
56	-1	-1	-4
57	.	-3	-2
58	3	.	-1
59	0	4	-4
60	.	1	.

# Next section.
nr	SMILES	C2C12 statin	LGR2 antag	Casp6 inh	S100A4 inh HTS
61	CCC(=O)NC(=S)Nc1ccc(S(=O)(=O)NC2CCCCC2)cc1	0	-3	3	2
62	O=C(NC(Cc1ccccc1)C(=O)O)/C(=C\c1ccc([N+](=O)[O-])cc1)NC(=O)c1ccco1 (configuration not stated)	.	-11	1	13
63	COc1ccc(S(=O)(=O)Nc2cccc3c2O[C@@H](CN(C)S(=O)(=O)c2ccc(Cl)cc2)[C@@H](C)CN([C@@H](C)CO)C3=O)cc1	-55	2	6	-26
64	CCOc1ccccc1NC(=O)CN(c1nccs1)S(=O)(=O)c1ccc(N)cc1	6	.	.	.
65	Nc1nc2c(c(=O)[nH]1)C(c1ccccc1)C1=C(N2)c2ccccc2C1=O (configuration not stated)	.	11	4	-1

nr	FN deposit inh	esBAF inh	SIRT5 block
61	.	3	3
62	0	.	2
63	.	3	3
64	9	-7	.
65	1	.	-2

# Compound activity deposited in PubChem by Broad Institute.
